Screening results: PubChem BioAssay, The Scripps Research Institute Molecular Screening Center
CHRM1 agonist – activates human CHRM1 receptor. P11229. CHO-K1 hM1, Fluo-8 calcium fluorescence, agonist mode; 0% DMSO, 100% acetylcholine EC100. activation, % at 3 µM. actives 0.33% (n = 360,000). AID 588814;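 active means activation above the run's mean compound activation plus 3 SD, cut at about 16% in these data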;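 further: peak over basal fluorescence ratio within a 140 s kinetic read after compound addition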
Target sequence (P11229 whole entry, looked up): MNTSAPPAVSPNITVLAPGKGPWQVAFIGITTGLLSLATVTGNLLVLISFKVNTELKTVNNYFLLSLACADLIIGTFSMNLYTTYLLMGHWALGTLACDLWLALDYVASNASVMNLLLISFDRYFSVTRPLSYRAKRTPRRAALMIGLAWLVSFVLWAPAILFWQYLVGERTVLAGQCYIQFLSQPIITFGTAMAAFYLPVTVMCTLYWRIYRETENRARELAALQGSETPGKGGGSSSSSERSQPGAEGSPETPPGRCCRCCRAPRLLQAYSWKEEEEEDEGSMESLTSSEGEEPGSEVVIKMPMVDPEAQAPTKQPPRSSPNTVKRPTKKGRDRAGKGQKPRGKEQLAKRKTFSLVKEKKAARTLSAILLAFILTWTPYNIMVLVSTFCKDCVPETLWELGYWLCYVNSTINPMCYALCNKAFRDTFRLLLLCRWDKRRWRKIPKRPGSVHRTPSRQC
M4 antag – antagonists of human muscarinic M4 receptor (CHRM4). CHO-hM4 cells, ACh EC80, Fluo-8 calcium fluorescence. actives 0.73% (n = 360,000). inhibition, % at 3 µM. AID 624125. P08173;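 active means inhibition above its plate's cutoff, the mean inhibition of sample wells plus 3 SD, cut at about 27% in these data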;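 further: 0% = acetylcholine EC80 with DMSO and 100% = DMSO without agonist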
M1 ag parental – M1 agonist counterscreen hit in parental CHO-K1 cells; Fluo-8 calcium fluorescence; scaled to maximal ATP response, vehicle zero; activation, % at 3 µM; actives 0.48% (n = 360,000); AID 602248; in the data active means activation above about 15%;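 further: untransfected CHO-K1 host cells lacking M1 receptor as counterscreen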
M1 PAM – human CHRM1 positive allosteric modulation | actives 0.088% (n = 360,000) | AID 588819 | P11229 | CHO-K1 hM1, Fluo-8 calcium fluorescence, ACh EC20; 0% = ACh EC20, 100% = maximal ACh | activation, % at 3 µM; in the data active means activation above about 19%, passing the limit was not always enough
CHO parental Ca – counter-screen for OX1R antagonists: effect in parental CHO cells | parental CHO-K1, ATP-induced calcium, Fluo-8 fluorescence | actives 0.63% (n = 330,000) | inhibition, % at 5.6 µM;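 active means inhibition above that plate's mean sample inhibition plus 3 SD, cut at about 26% in these data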;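 further: 0% = ATP-challenged DMSO wells and 100% = DMSO wells without ATP; some compounds past the cut are filed as inactive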
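Material: Parental CHO cells | Reagent: ATP | Compound dosing: Single nominal dose of 5.6 µM per compound | Detection: Intracellular calcium via Fluo-8 no-wash fluorescent dye | Read-out: % inhibition of ATP-induced calcium mobilization | Benchmarks: Low control ATP plus DMSO, high control DMSO only | Replicates: Singlicate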
OXTR potentiate – human OXTR potentiation | P30559 | CHO-OTR cells, Fluo-8 calcium fluorescence, potentiator mode; 0% = oxytocin EC15, 100% = EC100 | activation, % at 3 µM | actives 0.061% (n = 320,000) | AID 2445;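 active means activation above that plate's cutoff, the mean activation of tested compounds plus 3 SD, cut at about 6.6% in these data, passing the limit was not always enough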;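 further: 100% uses oxytocin at 75 nM as the full agonist control; some results filed as inactive read as strong as hits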
Target sequence (P30559 whole entry, looked up): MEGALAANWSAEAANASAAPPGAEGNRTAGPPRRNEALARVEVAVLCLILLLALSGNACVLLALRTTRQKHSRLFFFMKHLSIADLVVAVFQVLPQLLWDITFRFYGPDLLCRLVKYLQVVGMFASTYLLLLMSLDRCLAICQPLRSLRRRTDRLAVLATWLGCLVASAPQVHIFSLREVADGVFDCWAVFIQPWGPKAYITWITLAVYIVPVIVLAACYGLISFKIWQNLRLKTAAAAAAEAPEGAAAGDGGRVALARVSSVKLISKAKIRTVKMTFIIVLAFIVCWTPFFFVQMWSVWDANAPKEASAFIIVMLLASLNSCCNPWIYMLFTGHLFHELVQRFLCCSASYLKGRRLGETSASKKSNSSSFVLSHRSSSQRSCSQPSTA
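System: human OTR in CHO cells / Also added: sub-maximal oxytocin, roughly EC15 / Control set: EC15 oxytocin low, 75 nM oxytocin high / Schedule: 6 min compound pre-incubation at room temperature, 100 s kinetic read / Compound: single-point 3.0 µM / Replication: singlicate / Technique: Fluo-8 calcium dye fluorescence / Read-out basis: % activation of max/min ratio relative to oxytocin controls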
M1 antag – human CHRM1 antagonism | P11229 | CHO-K1 hM1, Fluo-8 calcium fluorescence, ACh EC80 antagonist | inhibition, % at 3 µM | actives 1.3% (n = 360,000) | AID 588852;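 active means percent inhibition above its own plate's cutoff, namely the mean of that plate's compound wells plus 3 SD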;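 further: peak over basal fluorescence ratio during 140 s after agonist addition; 0% = ACh EC80 plus DMSO and 100% = DMSO alone without agonist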
CHO-K1 Ca antag – M1 antagonist counterscreen hit in parental CHO-K1 cells; ATP-induced calcium, Fluo-8 fluorescence; inhibition, % at 3 µM; actives 0.6% (n = 360,000);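 active means inhibition above a per-plate cutoff, the plate's mean sample inhibition plus 3 SD, cut at about 24% in these data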;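 further: 0% = DMSO plus EC80 ATP and 100% = DMSO alone without ATP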
CHRM4 agonist – CHRM4 agonism in calcium assay; P08173; CHO-K1 hM4/Gqi5, Fluo-8 calcium fluorescence; vehicle 0%, full acetylcholine response 100%; activation, % at 3 µM; actives 0.14% (n = 360,000); AID 624127;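 active means activation above the run mean over all test wells plus 3 SD, cut at about 32% in these data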;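 further: peak over basal fluorescence ratio per well then scaled between controls; 0% = DMSO wells and 100% = acetylcholine at EC100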
Active calls of the source: *; nt = not tested or not shown. Compounds were not picked by outcome; any-hit rate near 2.9%.

Preview:
SMILES | CHRM1 agonist | M4 antag | M1 ag parental | M1 PAM | CHO parental Ca | OXTR potentiate | M1 antag | CHO-K1 Ca antag | CHRM4 agonist
CCN(CC(=O)Nc1ccc(OC)cc1)C(=O)C1CC(=O)N(Cc2ccccc2)C1 (stereo not drawn) | -1.8 | -12.5 | 0.6 | 2.3 | nt | nt | -8.6 | -10.3 | 1.4
CC(=O)[C@@H]1[C@@H](C(=O)c2ccc(F)cc2)[C@]2(C(=O)Nc3ccccc32)[C@H]2C=Cc3cc(F)ccc3N12 | -2.8 | -3.3 | -0.4 | 5.0 | -17.0 | 0.7 | -29.3 | -8.9 | -0.4
COc1ccc(NC(=O)C/C(C)=N/NC(=O)c2ccccn2)c(OC)c1 | -4.0 | 6.1 | 0.3 | -7.5 | -16.9 | -9.5 | 15.1 | -5.2 | 1.4

The list itself, previewed entries included:
SMILES | CHRM1 agonist | M4 antag | M1 ag parental | M1 PAM | CHO parental Ca | OXTR potentiate | M1 antag | CHO-K1 Ca antag | CHRM4 agonist
CCN(CC(=O)Nc1ccc(OC)cc1)C(=O)C1CC(=O)N(Cc2ccccc2)C1 (stereo not drawn) | -1.8 | -12.5 | 0.6 | 2.3 | nt | nt | -8.6 | -10.3 | 1.4
CC(=O)[C@@H]1[C@@H](C(=O)c2ccc(F)cc2)[C@]2(C(=O)Nc3ccccc32)[C@H]2C=Cc3cc(F)ccc3N12 | -2.8 | -3.3 | -0.4 | 5.0 | -17.0 | 0.7 | -29.3 | -8.9 | -0.4
COc1ccc(NC(=O)C/C(C)=N/NC(=O)c2ccccn2)c(OC)c1 | -4.0 | 6.1 | 0.3 | -7.5 | -16.9 | -9.5 | 15.1 | -5.2 | 1.4
O=C(NCCc1ccccc1)c1ccc2c(c1)N(Cc1ccccc1)CCS2 | -3.5 | 35.0* | 0.4 | -13.4 | -18.2 | -7.5 | 23.8 | 4.2 | 8.7
O=C(CSc1nnc(CNC(=O)c2ccccc2)o1)NCc1ccc(F)cc1 | -2.8 | 20.9 | 0.9 | -2.9 | -7.2 | -8.3 | 6.3 | -10.0 | -0.2
CN(C)S(=O)(=O)c1ccc(C(=O)Nc2ccn(C)n2)cc1 | -4.4 | 4.6 | 1.2 | -8.7 | -7.1 | -1.0 | 14.4 | -2.3 | 1.8
COc1cccc(CN(C)C(=O)c2cc(COc3ccc4ncccc4c3)on2)c1 | -1.6 | 33.7* | 19.3* | -18.5 | 66.0* | -13.8 | 49.9* | 43.8* | 23.9
COc1ccccc1C(=O)C1CCCN(C(=O)c2ccccc2C(C)=O)C1 (stereo not drawn) | -3.4 | 4.0 | 0.9 | -0.5 | nt | nt | 1.7 | -20.2 | 1.7
CN1C(=O)C(O)(CC(=O)c2cccc(-n3cccc3)c2)c2ccccc21 (stereo not drawn) | -2.2 | -4.3 | 1.1 | -4.4 | -22.9 | -9.2 | 4.6 | -24.2 | 4.7
Cc1cccc(OC(C)c2ccnc3nc(/N=C/N(C)C)nn23)c1 (stereo not drawn) | -13.8 | -4.7 | 0.1 | 7.5 | -10.6 | 5.9 | 0.1 | -4.7 | -0.1
CCOc1ccc(-c2nc3c(s2)CCc2onc(-c4ccc(OC)cc4)c2-3)cc1 | -1.3 | 2.6 | -0.1 | 1.0 | -11.0 | -8.1 | -3.5 | -5.5 | -0.1
CN(Cc1ccccc1)C(=O)[C@@H]1CCCN1C(=O)[C@@H]1CCCN1C(=O)OC(C)(C)C | nt | -2.8 | 0.1 | nt | nt | nt | nt | -13.9 | 1.3
COc1ccc(/C=N/Nc2ccccc2)cc1Cn1nc(C)c([N+](=O)[O-])c1C | -5.2 | -2.8 | 0.1 | -3.4 | -23.7 | -4.9 | -17.8 | -3.3 | 1.0
CC(C)(C)C(=O)/C=C/c1ccc(Oc2ccccc2)cc1 | -4.8 | 3.5 | 1.6 | 4.3 | nt | nt | -11.5 | -25.5 | -0.3
COc1cc(C(=O)N2CCCN(C)CC2)cc(OC)c1C | -7.3 | -6.2 | 0.1 | 11.9 | -1.5 | -9.2 | -16.4 | -11.5 | 0.2
N#CCc1nc(-c2cc3ccccc3oc2=O)cs1 | -1.9 | 1.6 | 2.8 | 8.0 | 3.3 | 2.5 | -1.4 | -15.2 | 4.3
CCOC(=O)c1sc(NC(=O)CCc2ccc(OC)cc2)nc1C | -3.7 | 6.3 | -0.3 | 6.1 | -8.8 | -3.3 | -6.1 | -2.7 | 1.3
CN(Cc1ccccc1)S(=O)(=O)c1ccccc1Br | -4.3 | -4.7 | 0.9 | 7.8 | -2.2 | nt | -12.7 | -10.2 | 0.6
Cc1cc(=O)n2nc(N3CCC(C(=O)NCc4ccco4)CC3)sc2n1 | -7.8 | 4.5 | -0.6 | 11.7 | -7.8 | -4.5 | -9.3 | -15.4 | 2.9
COC(=O)C1C(=O)C2=C(CC1C)Nc1ccccc1NC2c1cccs1 (stereo not drawn) | -1.5 | -0.5 | -0.1 | 1.3 | 1.0 | -9.0 | -12.7 | -0.7 | 0.8
O=C(CS(=O)(=O)Cc1ccccc1)Nc1cccnc1 | -0.6 | -2.2 | 1.1 | 12.2 | 0.7 | -14.6 | -13.2 | -4.9 | 0.0
COc1ccc(-n2c(SCC(=O)N3CCCCC3C)nnc2-c2cccnc2)cc1 (stereo not drawn) | -6.8 | 5.7 | 0.0 | 0.2 | -21.5 | -17.3 | -24.4 | -5.1 | 0.2
Cc1cc(C)cc(NC(=O)c2cnn(-c3ccccc3)c2C2CCNCC2)c1 | -7.2 | -5.4 | -0.1 | 0.8 | -9.7 | -3.5 | -1.3 | 19.2 | 1.3
CCOc1ccc(S(=O)(=O)N2CCN(C(=O)c3cc([N+](=O)[O-])ccc3N3CCOCC3)CC2)cc1 | -4.7 | 1.4 | 0.0 | 14.8 | -26.2 | 5.2 | -15.4 | -16.3 | 0.9
Cc1nc(N2CCCCC2)c2c(C)c(C(=O)Nc3ccc4c(c3)OCCO4)sc2n1 | -3.7 | -1.9 | 0.6 | 15.0 | -18.9 | -1.7 | -6.9 | -14.0 | 4.9
CN(CC(=O)NC(=O)NC1CCCCC1)CC(=O)Nc1ccc(Cl)cc1 | 0.6 | -2.1 | 3.1 | 0.6 | -16.2 | -7.3 | -0.9 | -22.2 | 4.4
Cn1c(SCCOc2cccc(Cl)c2)nnc1-c1ccncc1 | -0.9 | -2.0 | 0.6 | 4.4 | -5.4 | -5.4 | -10.9 | -6.1 | 1.3
COc1ccc(Br)cc1-c1nc(CCl)cs1 | -9.3 | 0.6 | 0.0 | 1.1 | 2.5 | -8.2 | 7.5 | -5.3 | 0.1
O=C(c1cccc(S(=O)(=O)N2CCCC2)c1)N1CCN(S(=O)(=O)c2cccc(Cl)c2)CC1 | -5.4 | -4.9 | 4.1 | 2.8 | nt | nt | -1.6 | 5.7 | 11.9
O=C(CCNC(=O)c1ccccc1Cl)Nc1ccc(Br)c(C(F)(F)F)c1 | -4.5 | 3.3 | 3.2 | 11.4 | 2.3 | -18.9 | -3.7 | -5.1 | 6.1
Cc1noc(C)c1CSc1nc2[nH]ncc2c(=O)n1-c1ccccc1 | -5.9 | -7.5 | 1.0 | 2.7 | -15.3 | -14.5 | -3.1 | -13.6 | 2.0
CCCCN(C)C(=O)c1nc2ccccn2c1CN1CCSCC1 | -2.2 | 5.5 | 0.2 | 3.7 | -3.0 | -7.7 | 2.8 | 10.1 | 0.5
O=C(CCc1ccccc1)N1CCN(c2ccc([N+](=O)[O-])cc2)CC1 | -6.7 | -0.5 | 3.9 | -2.4 | 2.5 | -34.9 | 7.0 | -3.6 | 10.5
COC(=O)N/N=C/c1ccc(OC(=O)c2ccco2)c(OC)c1 | -4.4 | -9.0 | 0.3 | 5.1 | -7.9 | -1.0 | -10.2 | -17.0 | -0.1
Cc1ccc(NC(=O)COC(=O)Cn2c(C)csc2=O)cc1 | -3.6 | 4.6 | 0.2 | 2.1 | -3.3 | 2.4 | -2.1 | 4.7 | 1.1
COC(=O)C1=C(NC(=O)C(C)(C)C)CCS1 | -6.9 | -9.9 | 0.3 | 2.9 | -5.2 | 1.7 | -3.1 | -8.2 | nt
CCc1ccc(-c2cc(C(=O)N3N=C(C(F)F)CC3(O)C(F)F)c3ccccc3n2)cc1 (stereo not drawn) | 0.6 | 16.9 | 2.4 | -0.4 | -15.9 | -8.8 | 5.6 | -33.8 | 2.5
CCCCN=C1NN=C(c2ccc(C)c(C)c2)CS1 | -7.2 | 7.5 | -0.2 | -0.2 | -25.1 | -18.0 | -1.8 | -6.2 | 0.5
O=C(NCCOc1ccccc1)C1CCC(=O)N(CCc2ccc(Cl)cc2)C1 (stereo not drawn) | -2.3 | -1.8 | 1.2 | 5.7 | -21.3 | -4.8 | 1.5 | -5.7 | 4.9
Cc1cccc(N2CC(O)(c3cccs3)[N+]3=C2CCCCC3)c1 (stereo not drawn) | -7.3 | 4.4 | 0.6 | -10.6 | -2.9 | -0.1 | 9.6 | -11.1 | -0.5
Cc1ccc(-c2csc3ncnc(N4CCN(Cc5ccccc5)CC4)c23)cc1 | -2.3 | -1.5 | 0.9 | 4.9 | -11.1 | -0.2 | 3.2 | -14.8 | 2.0
O=C(CCC(=O)NC1CCCCC1)Nc1cccnc1 | -0.7 | -2.7 | 0.7 | 5.9 | -6.7 | -13.7 | -10.5 | -9.7 | 0.9
COC(=O)C1=CN(Cc2ccccc2)C=C(C(=O)OC)C1c1cc(F)ccc1F | -7.2 | 4.0 | -0.1 | 3.7 | -16.9 | -8.1 | -9.7 | -20.3 | -1.3
C#CCOCCOCCOCCNc1nc(N2CCOCC2)nc(N2CCN(C(=O)[C@H](CCCN=C(N)N)n3cc(C(N)[C@@H](C)CC)nn3)CC2)n1 (stereo partly drawn) | -1.8 | -4.0 | -0.1 | 6.4 | -2.0 | -0.7 | -15.8 | -0.7 | 1.1
CC(=O)Nc1ccc(NC(=O)Nc2cccc(C)c2C)cc1 | -4.9 | -2.6 | 0.6 | 9.6 | 0.1 | -4.7 | -4.5 | -12.8 | 2.1
CC(=O)c1sc(NC(=O)c2ccc(F)c(S(=O)(=O)N3CCOCC3)c2)nc1C | -2.0 | 6.5 | 6.9 | 7.9 | -19.7 | -4.7 | -10.0 | 1.1 | 0.8
COc1ccc(Nc2cc(Nc3ccccc3)ncn2)cc1 | -2.6 | -7.0 | 0.0 | 0.9 | 3.4 | -11.6 | -11.0 | -7.7 | 0.8
Cc1ccc(Nc2nc3c([nH]2)c(=O)[nH]c(=O)n3C)cc1 | -4.4 | 12.0 | 0.1 | 8.2 | -8.0 | -11.3 | 7.5 | -4.2 | 0.0
Cc1ccc(N(Cc2cc3ccccc3[nH]c2=O)C(=O)c2cccs2)cc1 | -8.2 | -9.2 | 15.0 | 10.4 | -22.2 | -17.9 | -3.8 | 0.2 | 0.3
Cc1ccc(C(=O)OCC(=O)N(Cc2ccccc2)C(C)C)cc1C | -0.6 | -7.1 | -0.5 | 16.4 | -26.2 | -2.8 | -8.7 | 7.4 | 4.7
